Compound activity from PubChem.
RGS4 inh: human RGS4 inhibition; P49798; HEK293 M3R/RGS4 inducible, Fluo-4 calcium flux; active compounds read high; triggered by carbachol at its EC20; B-score at 10 µM; actives 0.45% (n = 310,000); AID 463165;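 active means B-score, a plate-corrected calcium signal, over three deviations above library mean, with baseline fluorescence within five deviations of library mean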;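 further: RGS4 expression induced by doxycycline in cells with stable M3 receptor; B-score is computed from the integrated fluorescence ratio over baseline after carbachol; higher B-score means a larger calcium signal and so more RGS4 inhibition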
Target sequence (P49798 whole entry, looked up): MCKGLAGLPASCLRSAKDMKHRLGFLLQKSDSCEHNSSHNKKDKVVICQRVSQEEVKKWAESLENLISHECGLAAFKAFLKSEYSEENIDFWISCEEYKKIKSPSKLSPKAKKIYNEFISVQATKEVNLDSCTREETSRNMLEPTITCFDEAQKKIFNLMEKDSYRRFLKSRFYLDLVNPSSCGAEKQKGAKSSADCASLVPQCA
HDAC3 inh: inhibitors of human histone deacetylase 3 | O15379 | recombinant HDAC3, fluorogenic peptide/trypsin coupled, fluorescence | inhibition, % at 8.3 µM | actives 0.15% (n = 320,000) | AID 2718; in the data active means inhibition above about 26%, passing the limit was not always enough; inconclusive means no clear call, values can overlap the other calls
Target sequence (O15379 whole entry, looked up): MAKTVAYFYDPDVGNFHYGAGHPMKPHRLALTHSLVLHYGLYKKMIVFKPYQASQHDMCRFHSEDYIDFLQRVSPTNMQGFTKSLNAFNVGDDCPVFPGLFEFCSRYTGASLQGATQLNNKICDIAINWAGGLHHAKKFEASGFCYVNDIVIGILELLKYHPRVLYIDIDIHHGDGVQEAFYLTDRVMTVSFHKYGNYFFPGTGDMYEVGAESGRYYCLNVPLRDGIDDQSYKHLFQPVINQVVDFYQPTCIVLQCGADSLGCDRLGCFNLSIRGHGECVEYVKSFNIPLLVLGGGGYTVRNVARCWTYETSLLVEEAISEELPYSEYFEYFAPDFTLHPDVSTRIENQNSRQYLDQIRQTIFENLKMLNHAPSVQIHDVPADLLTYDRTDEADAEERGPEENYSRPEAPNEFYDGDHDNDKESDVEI
TRPC6 inh: inhibitors of mouse TRPC6 channel; Q61143; HEK293-TRPC6, membrane potential dye, ACh-evoked depolarization; active compounds read low; B-score at 10 µM; actives 1.1% (n = 310,000); AID 2553;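 active means B-score under library mean minus 3 SD, initial fluorescence not abnormally high, positive integrated signal ratio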;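 further: B-score derived from integrated fluorescence ratio over the kinetic read; more negative B-score means stronger inhibition of depolarization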
ANO1 activ: mouse TMEM16A channel activation, primary screen; Q8BHY3; HEK293 TMEM16A/YFP-H148Q/I152L, iodide quench fluorescence; active compounds read low; B-score at 10 µM; actives 0.3% (n = 340,000); AID 623877;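 active means fluorescence-ratio B-score plate-corrected deviation score at least 3 library SD below zero, with starting fluorescence score within 5 deviations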;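 further: channel opened by trigger with iodide after compound preincubation; score built on the fluorescence ratio of max minus min over baseline; more negative score means more quench and so TMEM16A activation or potentiation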
MrgX1 PAM: allosterically activates human MrgX1 receptor signaling; Q96LB2; MrgX1-HEK293, Fluo-4 calcium flux, FDSS; active compounds read high; B-score at 10 µM; actives 0.63% (n = 310,000); AID 588675;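 active means plate-corrected calcium response at least 3 library SD above typical, normal starting fluorescence, not activating the receptor alone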;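 further: compound read alongside a low EC10 to EC30 dose of BAM8-22 agonist; peak minus trough fluorescence over baseline measured at the second addition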
Target sequence (Q96LB2 whole entry, looked up): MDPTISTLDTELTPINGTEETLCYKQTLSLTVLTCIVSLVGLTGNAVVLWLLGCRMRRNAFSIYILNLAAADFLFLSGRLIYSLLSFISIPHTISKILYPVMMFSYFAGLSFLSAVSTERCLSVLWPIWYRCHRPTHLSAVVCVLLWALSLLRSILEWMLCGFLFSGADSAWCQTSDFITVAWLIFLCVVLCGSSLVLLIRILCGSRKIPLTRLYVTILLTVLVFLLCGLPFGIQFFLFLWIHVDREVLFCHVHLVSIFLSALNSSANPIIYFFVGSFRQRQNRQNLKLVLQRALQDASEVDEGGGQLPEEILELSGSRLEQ
SKKanGAS inh: blocks kanamycin growth of S. pyogenes SKKanGAS strain; BacTiter-Glo, 6 h; inhibition, % at 7.5 µM; actives 1.3% (n = 300,000);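 active means mean replicate score, as percent of positive control median, at least 50; inconclusive means mean below 50 but one replicate at or above 50; inactive means mean and every replicate below 50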;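 further: strain carries kanamycin resistance gene driven by streptokinase promoter and grows in 40 µg/ml kanamycin; loss of luminescence reflects streptokinase promoter inhibition or plain growth inhibition; 0% = median of DMSO wells and 100% = positive control at its reference dose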
MrgX1 agonist: human MrgX1 receptor agonism, primary screen. Q96LB2. MrgX1-HEK293 cells, Fluo-4 calcium fluorescence, agonist mode; active compounds read high. B-score at 10 µM. actives 0.44% (n = 310,000);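 active means calcium response B-score plate-corrected fluorescence ratio at least 3 library SD, with starting fluorescence B-score inside 5 SD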
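System – MrgX1-expressing HEK293 cells · Incubation – cells plated overnight, dye loaded 0.5 h 37 °C, 0.5 h room temperature · Technique – kinetic Fluo-4 NW fluorescence of intracellular calcium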
MrgX1 antag: antagonists of human MrgX1 receptor. Q96LB2. MRGX1-HEK293 calcium flux, Fluo-4, BAM8-22 antagonism; active compounds read low. B-score at 10 µM. actives 1.3% (n = 310,000);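 active means calcium-response B-score plate-corrected more than 3 library SD below zero, starting fluorescence within 5 deviations, no agonist response on first addition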;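 further: peak minus trough fluorescence over baseline after final BAM8-22 challenge near maximal dose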
TMEM16A inh: inhibitors of mouse TMEM16A calcium-activated chloride channel. Q8BHY3. HEK293 TMEM16A/YFP iodide influx fluorescence, ionomycin. normalized B-score (activity score, 25-100; higher = stronger inhibition) at 10 µM. actives 1.2% (n = 310,000);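 active means ratio plate-corrected score three or more library SD toward inhibition, starting fluorescence score within five deviations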;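 further: score derived from kinetic fluorescence span divided by baseline fluorescence per well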
TRPC6 activator: activators of mouse TRPC6 channel | actives 0.13% (n = 310,000) | HEK293-TRPC6 membrane potential dye fluorescence; active compounds read high | B-score at 10 µM | Q61143;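 active means B-score of the integrated fluorescence ratio above library mean plus 3 SD, and starting fluorescence ratio within library mean plus 5 SD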;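 further: higher score means more depolarization so channel activation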
RGS4 pot: potentiators or activators of RGS4; actives 0.92% (n = 310,000); HEK293 M3R/inducible RGS4, carbachol calcium flux Fluo4; active compounds read low; B-score at 10 µM; AID 463111;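 active means B-score of the integrated calcium signal more than 4 SD below the library mean, with starting fluorescence not abnormally high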;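 further: negative B-score means reduced calcium response which marks RGS4 activation or potentiation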
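Material: Inducible-RGS4 HEK293 cells carrying M3 receptor; also added: carbachol at ECmax as muscarinic agonist stimulus; incubation: compound preincubation 20 min at room temperature before agonist; signal: Fluo4-AM (2 µM) calcium-flux fluorescence, kinetic read; measure: integrated calcium ratio converted to B score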
The depositor's hits bear a star; i = inactive; ? = inconclusive; / = no result given.

SMILES	RGS4 inh	HDAC3 inh	TRPC6 inh	ANO1 activ	MrgX1 PAM	SKKanGAS inh	MrgX1 agonist	MrgX1 antag	TMEM16A inh	TRPC6 activator	RGS4 pot
CCOC(=O)C1CCN(c2c(N3CCCC(C(=O)OCC)C3)c(=O)c2=O)CC1 (stereo not drawn)	i	4.5	i	i	i	2.9	i	i	i	i	i
C=C(C)Cn1c(CCCNC(=O)CCC)nc2ccccc21	i	10.3	i	i	i	-0.3	i	i	i	i	i
Cc1cccc(NC(=O)C(NS(=O)(=O)c2ccc3c(c2)CCC(=O)N3)c2ccccc2)n1 (stereo not drawn)	i	5.2	i	i	i	2.3	i	i	i	i	i
CCOC(=O)c1c(C)[nH]c(C)c1S(=O)(=O)NCCN1CCN(c2ccccc2F)CC1	i	0.7	i	i	i	-1.3	i	i	i	i	i
C=CCSc1nnc(C)c(/C=C/Nc2ccc(Cl)cc2)n1	i	9.1	i	i	i	4.6	i	i	i	i	-7.46*
O=C1CCCC2=C1C(c1cccs1)n1nc(SCc3ccccc3F)nc1N2 (stereo not drawn)	i	-1.1	i	i	i	-12.2	i	i	i	i	i
Cc1ccc(Cl)cc1NC(=S)N(Cc1cccnc1)Cc1ccccc1Cl	i	-0.8	i	i	i	6.3	i	i	i	i	i
Cc1c(Cc2ccccc2)c(=O)oc2cc(OCC(=O)NC(Cc3ccc(Cl)cc3)C(=O)O)ccc12 (stereo not drawn)	i	-12.6	i	i	i	25.9	i	i	i	i	i
CNC[C@H](CC1CCCCC1)NC[C@H](CO)NCC1(c2ccccc2)CC1	i	-0.7	i	i	i	5.5	i	i	i	i	i
CC1CCN(C(=O)COC(=O)c2nn(C)c(=O)c3ccccc23)CC1	i	14.2	i	i	i	-7.3	i	i	i	i	i
CCN1CCN(S(=O)(=O)c2ccc(Cl)c(C(=O)NC3CCCC3)c2)CC1	i	4.8	i	i	i	-2.7	i	i	i	i	i
CCCN(CCC)CCCNC(=O)Cn1cnc2sc(C)c(S(=O)(=O)N3CCC(C)CC3)c2c1=O	i	1.5	i	i	i	-4.9	i	i	i	i	i
O=C(O)c1ccc(OCc2occc2C(=O)O)cc1	i	-3.9	i	i	i	-6.1	i	i	i	i	i
C=CCc1c(NCCO)nc(C)[nH]c1=O	i	-2.3	i	i	i	-7.9	i	i	i	i	i
CC(=O)c1c(C)n(CCc2ccc(Cl)cc2)c2ccc(O)cc12	i	0.2	i	i	i	1.8	i	i	i	i	i
CC1(C(=O)NCc2ccc(Cl)c(Cl)c2)Oc2cccnc2NC1=O (stereo not drawn)	i	2.3	i	i	i	4.0	i	i	i	i	i
COc1cccc(C2=NOC(C(=O)NCC3CCCO3)C2)c1 (stereo not drawn)	i	-0.6	i	i	i	-3.5	i	i	i	i	i
COc1ccc([C@H]2/C=C\CN(C(=O)c3ccccc3)[C@@H](C)C(=O)N2Cc2ccc(F)cc2)cc1	i	-9.0	i	i	i	3.7	i	i	i	i	i
CCSc1nc(O)c(Cc2ccccc2)c(=O)[nH]1	i	5.5	i	i	i	-2.9	i	i	i	i	i
CCOC(=O)c1c(C)[nH]c(C(=O)N2CCc3cc(OC)c(OC)cc3C2)c1C	i	1.2	i	i	i	-2.2	i	i	i	i	i
O=C(Nc1ccccc1-c1nc2ccccc2s1)c1ccco1	i	-7.7	i	i	i	4.3	i	i	i	i	i
CCOC(=O)N1CCN(C(=O)CCS(=O)(=O)c2ccc3c(c2)CC(C)N3C(=O)CC)CC1 (stereo not drawn)	i	-2.8	i	i	i	1.7	i	i	i	i	i
Cc1nnc(N)s1	i	-7.5	i	i	i	-1.5	i	i	i	i	i
O=C(Cn1cnc2c(oc3ccccc32)c1=O)NCc1ccccc1	i	-3.3	i	i	i	-2.8	i	i	i	i	i
Cc1ccc(C(NC(=O)NCCCN2CCOCC2)=C(Cl)Cl)cc1F	i	-11.9	i	i	i	0.3	i	i	i	i	i
Cc1onc(-c2c(F)cccc2Cl)c1C(=O)Nc1ccc(S(=O)(=O)Nc2ncccn2)cc1	i	/	i	i	/	0.0	/	/	/	i	i
Cc1cc(C)cc(NC(=O)Cn2nnc(C(=O)NCc3ccco3)c2N)c1	i	7.3	i	i	i	3.7	i	i	i	i	i
N#Cc1sc(NCc2ccccc2)nc1Cl	i	1.2	i	i	i	2.2	i	i	i	i	i
Cc1cc(C)c(NC(N)=S)c(C)c1	i	-0.4	i	i	i	-0.6	i	i	i	i	i
O=C(NC1CCCCCC1)c1cc2ccccc2oc1=O	i	-2.2	i	i	i	-0.5	i	i	i	i	i
COc1ccc(NC(=O)CN(C)S(=O)(=O)c2ccc3c(c2)OCCO3)c2ncccc12	i	1.0	i	i	i	0.2	i	i	i	i	i
O=C(c1cccs1)N1CCC(c2nc3c(nnn3Cc3cccc(Cl)c3)c(=O)[nH]2)CC1	i	-3.3	i	i	i	-8.7	i	i	i	i	i
Cc1ccc2c(CN3CCCCC3CCO)cc(=O)oc2c1 (stereo not drawn)	i	0.5	i	i	i	3.0	i	i	i	i	i
CC1CCN(CCCn2c(=S)[nH]c3ccccc3c2=O)CC1	i	4.1	i	i	i	-4.7	i	i	i	i	i
O=C(NC1CCCC1)C(c1ccncc1)N(Cc1cccs1)C(=O)c1csnn1 (stereo not drawn)	i	-6.1	i	i	i	0.0	i	i	i	i	i
Clc1ccccc1OCc1nc(-c2ccncc2)no1	/	0.7	/	i	i	/	i	i	i	/	/
O=C(Nc1ccc2c(c1)OCO2)C1CCCN1C(=O)Nc1cccc(F)c1 (stereo not drawn)	i	-6.9	i	i	i	3.6	i	i	i	i	i
Cc1cccc(-n2c(-c3csc(C(C)C)c3)n[nH]c2=S)c1	i	/	i	i	i	-8.2	i	i	i	i	i
Cc1ccc(-c2nc3ccccc3[nH]2)s1	i	-15.8	i	i	i	13.3	i	i	i	i	i
Cc1cc(C)c(N(C(=O)CN2C(=O)c3ccccc3S2(=O)=O)C(C(=O)NCC2CCCO2)c2ccc(F)cc2)c(C)c1 (stereo not drawn)	i	1.5	i	i	i	13.8	i	i	i	i	i
Cc1ccc(NC(=O)COC(=O)c2ccn(C)n2)cc1	i	-3.7	i	i	i	2.6	i	i	i	i	i
COc1ccc(/C=N/c2c(-c3ccc(OC)cc3)nc3n2CCS3)cc1	i	-0.8	i	i	i	4.6	i	i	i	i	i
CCOC(=O)c1sc(NC(=O)/C=C/c2cnn(C)c2C)c(C(=O)OCC)c1C	i	-0.6	i	/	i	/	i	i	i	i	i
CCCNC(=O)c1cc(-c2ccc(OC)cc2)on1	i	-1.0	i	i	i	-3.3	i	i	i	i	i
O=C(NN1CCOCC1)c1ccc(S(=O)(=O)N2CCCCC2)cc1	i	-15.7	i	i	i	2.1	i	i	i	i	i
CC(=O)Nc1ccc(S(=O)(=O)Nc2cccc(-c3nc4cc(C)ccc4o3)c2)cc1	i	5.3	i	i	i	13.2	i	i	i	i	i
O=C(NNC(=O)c1ccccc1Br)c1ccc(SCC2CCCO2)c([N+](=O)[O-])c1 (stereo not drawn)	i	2.5	i	i	i	-1.2	i	i	i	i	i
CN(C)CCn1cnc2c1c(=O)[nH]c(=O)n2Cc1ccccc1	i	6.4	i	i	i	-3.5	i	i	i	i	i
Cc1cccc(-n2c(CCc3ccccc3)nnc2SCC(=O)c2ccccc2)c1	i	4.2	i	i	i	-5.5	i	i	i	i	i
COc1ccc(CNC(=O)/C(C)=C\C(=O)O)cc1	i	2.5	i	i	i	-6.7	i	i	i	i	i
O=C(CN1CCN(Cc2ccccc2)C1=O)NCCCN1CCOCC1	i	9.1	i	i	i	6.3	i	i	i	i	i
CC(C)OCCCNS(=O)(=O)c1ccc2ccccc2c1	i	-1.3	i	i	i	-0.3	i	i	i	i	i
O=C(NCC1CCCO1)C(C(=O)c1ccccc1)n1cc(Cl)ccc1=O (stereo not drawn)	i	3.3	i	i	i	1.3	i	i	i	i	i
CCSc1nnc(NC(=O)c2cccc3ccccc23)s1	i	-7.6	i	i	i	0.3	i	i	i	i	i
O=C(CN1C(=O)C2C3C=CC(C3)C2C1=O)Nc1ccc(F)cc1 (stereo not drawn)	i	-8.5	i	i	i	2.1	i	i	i	i	i
COc1cc([N+](=O)[O-])cc(/C=N/NC(=O)CC#N)c1O	i	/	i	/	/	-11.1	/	/	/	i	i
CCCCC(=O)Nc1ccccc1C(=O)N1CCOCC1	i	4.4	i	i	i	5.9	i	i	i	i	i
O=C(O)c1cnn(-c2nc(-c3cccc(F)c3)cs2)c1C(F)(F)F	i	0.0	i	i	i	-0.4	48.1*	i	i	i	i
Cc1ccccc1N1CC(=O)N(c2ccccc2C)CC1=O	i	3.2	i	i	i	-1.9	i	i	i	i	i
CCOC(=O)c1ccc(NS(=O)(=O)c2ccc3c(c2)n(C)c(=O)n3C)cc1	i	-2.5	i	i	i	2.5	i	i	i	i	i
Next part
SMILES	RGS4 inh	HDAC3 inh	TRPC6 inh	ANO1 activ	MrgX1 PAM	SKKanGAS inh	MrgX1 agonist	MrgX1 antag	TMEM16A inh	TRPC6 activator	RGS4 pot
COc1ccc(-c2nc(NCCCN(C)C)c3ccccc3n2)cc1	i	-1.4	-6.72*	i	i	0.2	i	i	i	i	i
CCN(CC)CCCN(Cc1cc2cc(OC)ccc2[nH]c1=O)C(=O)Nc1ccccc1	i	-7.1	i	/	i	11.7	i	i	i	i	i
N#CCn1cnc2sc(-c3ccccc3)cc2c1=O	i	-6.2	i	i	i	12.3	i	i	i	i	i
COC(=O)CSc1nnc2n1C(C)(C)Cc1ccccc1-2	i	3.9	i	i	i	-14.9	i	i	i	i	i
NC(=S)Nc1c(Cl)cccc1Cl	i	-2.9	i	i	i	-5.1	i	i	i	i	i
OC1(C#CCN2CCOCC2)CCCCC1	i	-3.8	i	i	i	-7.5	i	i	i	i	i
O=C(CSc1nc2ccccc2o1)NCC1CCCO1 (stereo not drawn)	i	0.9	i	i	i	-2.6	i	i	i	i	i
Clc1ccc(CNC2CCCC2)c(Cl)c1	i	3.4	i	i	i	-3.4	i	i	i	i	i
COc1ccc(NC(=O)Cc2nc3ccccc3[nH]2)cc1	i	4.0	i	i	i	?	i	i	i	i	i
COc1ccc(CN2CCOCCOCCOCCOCCOCC2)cc1	i	0.3	i	i	i	0.5	i	i	i	i	i

Outcome played no part in choosing rows, and some 6.7% of all compounds hit somewhere here.
